Screens: PubChem, several laboratories
MITF TRPM1 HTS = activators of MITF-driven TRPM1 promoter activity in SK-MEL-5 cells. 300,000 tested, 0.75% active. SK-MEL-5 TRPM1-promoter luciferase, 24 h; % of positive control, neutral wells = 0. activation, % at 12.5 µM;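 active = mean activation of at least 80% with every replicate also reaching 80%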;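 also: 0% = neutral control wells and 100% = parthenolide positive control wells; values of inactives mirror those of a sister screen read the other way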
dFosB activator = activators of mouse delta FosB homodimer. P13346. purified delta FosB, TAMRA-CDK5 oligo fluorescence polarization; percent of positive-control signal above neutral wells. activation, % at 25 µM. 340,000 tested, 0.99% active;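 active = mean activation above about 17%, with every replicate also reaching it, limit read from the data, passing the limit was not always enough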;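 also: fluorescence polarization rise as delta FosB binds a TAMRA Cdk5 AP-1 oligo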
Target sequence (P13346 whole entry, looked up): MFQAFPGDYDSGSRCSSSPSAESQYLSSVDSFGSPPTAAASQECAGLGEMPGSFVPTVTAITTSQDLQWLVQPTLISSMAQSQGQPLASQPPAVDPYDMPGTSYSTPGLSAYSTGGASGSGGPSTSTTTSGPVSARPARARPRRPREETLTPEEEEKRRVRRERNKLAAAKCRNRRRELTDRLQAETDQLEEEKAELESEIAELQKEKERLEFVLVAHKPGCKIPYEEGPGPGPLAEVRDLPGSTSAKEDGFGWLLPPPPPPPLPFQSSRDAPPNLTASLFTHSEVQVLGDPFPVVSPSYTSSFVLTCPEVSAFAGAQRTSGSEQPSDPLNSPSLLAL
CDK5 p35 inh = inhibitors of human CDK5/p35 kinase. Q00535+Q15078. AID 488839. 330,000 tested, 0.01% active. inhibition, % at 10 µM. Recombinant CDK5/p35, ADP-Glo luminescence, 60 min;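 active = highest replicate inhibition of at least 50% and at least 75% of replicates reaching 50%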;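 also: plate controls were DMSO neutral control for no effect and GW8510 at 10 µM for full effect; many of its hits are not listed in these tables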
DSG3 Ab inh = inhibitors of pemphigus antibody binding to human desmoglein-3; P32926; DSG3-coupled beads, scFv-anti-DSG3-GFP binding, flow cytometry; hits give low values; binding (percent of control), % at 10 µM; 310,000 tested, 0.48% active; AID 588358;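 active = binding more than 3 SD below its plate's average and above zero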;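 also: hits lower antibody fragment binding to DSG3; some compounds called inactive have numbers as strong as hits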
NSD2 HMT inh = blocks human histone methyltransferase NSD2 | 310,000 tested, 0.54% active | NSD2 peptide methylation, AlphaScreen, 120 min | AID 743445 | inhibition, % at 12.5 µM | O96028; in the data active = inhibition above about 50%
SR-BI DiI inh = mouse SR-BI HDL lipid transfer inhibition | Q61009 | ldlA[mSR-BI] CHO cells, DiI-HDL uptake fluorescence, 3 h | inhibition, % at 12.5 µM | 320,000 tested, 0.96% active | AID 488896;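 active = mean replicate inhibition of at least 70% and a set share of replicates each scoring 70 or more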;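 also: 0% = median of neutral control wells and 100% = median of positive control wells; values of inactives mirror those of a sister screen read the other way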
PKA-R1A act = activators of PKA-R1A complex | P00514+P68181 | PKA-R1A dissociation, Cy5-IP20 fluorescence polarization; scaled: DMSO 0%, 113 µM cGMP 100% | activation, % at 11.4 µM | 340,000 tested, 0.083% active;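 active = percent activation above the mean of all tested compounds plus 3 SD, cut at about 19% in these data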;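 also: higher means more PKAc released from R1A so a rise in polarization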
Mot1-301 SUMO = blocks SUMOylation pathway, rescuing yeast Mot1-301 growth; 320,000 tested, 1% active; AID 2716; S. cerevisiae Mot1-301 growth rescue, ATP luminescence, 38.5C; percent above DMSO median, 100 means doubled; growth rescue, % at 18.8 µM;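 active = every valid replicate shows activation above 250% relative to neutral control wells; inactive = the rest, any valid replicate at or below 250%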;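 also: OY570 slx delta 5 strain wells were the positive control but not used for scaling; some compounds called inactive have numbers as strong as hits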
Arrestin-AP2 inh = human beta-arrestin and AP2 interaction inhibition. 340,000 tested, 0.31% active. AID 504490. FITC-arrestin peptide / GST-AP2 beads, flow cytometry; AP2 beta2 appendage carries R879A mutation. inhibition, % at 10 µM;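 active = inhibition above a set limit, near 3 SD of compounds lacking own fluorescence, cut at about 54% in these data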;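 also: plate controls were DMSO wells for no effect and 5 µM unlabelled arrestin peptide for full effect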
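System: GST-AP2 R879A glutathione beads. Medium: PBS with 0.05% Tween 20 and 0.1% BSA. Also added: FITC-arrestin peptide, 50 nM. Incubation: 12 min plus 1 h, RT. Measured by: high-throughput flow cytometry of beads, ex 488, em 535 nm. Evaluation: percent drop in bead-associated FITC signal.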
SR-BI DiI-HDL act = activators of SR-BI mediated HDL lipid uptake | CHO ldlA[mSR-BI] cells, DiI-HDL uptake fluorescence, 3 h; 100 = double the neutral-control signal | activation, % at 12.5 µM | 320,000 tested, 0.096% active;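 active = mean replicate activation of at least 60% and every replicate at or above 60%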;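 also: 0% = median plate neutral-control signal and 100% = twice that signal; values of inactives mirror those of a sister screen read the other way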
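System: CHO ldlA[mSR-BI] cells / Medium: HEPES-buffered (25 mM, pH 7.4) F12 plus 0.5% BSA / Probe or stimulus: labelled HDL, 10 µg/mL / Doses: single compound concentration, delivered by pin transfer / Schedule: 3 h, 37 °C / Measured by: DiI fluorescence, bottom read / Measure: cell-associated DiI fluorescence as measure of HDL uptake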
PKA-R2B activ = PKA-R2B complex activation; PKA-R2B holoenzyme dissociation, Cy5-IP20 fluorescence polarization; R2B truncated from residue 108, S112A mutant; 0% DMSO only, 100% 113 µM cGMP; activation, % at 11.4 µM; 340,000 tested, 0.079% active; AID 504700;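 active = activation above a cutoff set at the mean over all compounds plus 3 SD, cut at about 18% in these data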;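 also: higher means more holoenzyme dissociation and a rise in polarization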
Target sequence (P31323 whole entry, looked up, other chains not shown, the tested form may be a part): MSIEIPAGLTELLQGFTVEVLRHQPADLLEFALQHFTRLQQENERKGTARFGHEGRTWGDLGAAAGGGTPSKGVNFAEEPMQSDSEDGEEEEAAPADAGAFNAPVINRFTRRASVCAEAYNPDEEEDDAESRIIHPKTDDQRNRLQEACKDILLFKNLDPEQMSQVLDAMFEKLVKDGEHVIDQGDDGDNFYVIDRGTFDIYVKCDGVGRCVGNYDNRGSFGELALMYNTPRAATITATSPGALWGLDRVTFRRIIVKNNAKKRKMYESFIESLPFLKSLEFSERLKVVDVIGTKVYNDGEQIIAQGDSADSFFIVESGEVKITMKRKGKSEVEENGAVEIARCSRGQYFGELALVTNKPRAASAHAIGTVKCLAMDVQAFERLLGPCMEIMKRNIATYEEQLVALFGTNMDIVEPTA
Numbers without * were called inactive; / = no result given.

SMILES	MITF TRPM1 HTS	dFosB activator	CDK5 p35 inh	DSG3 Ab inh	NSD2 HMT inh	SR-BI DiI inh	PKA-R1A act	Mot1-301 SUMO	Arrestin-AP2 inh	SR-BI DiI-HDL act	PKA-R2B activ
O=C(NCc1ccc2c(c1)OCO2)C1CC(c2ccc(Cl)c(Cl)c2)=NO1 (configuration not stated)	4	-6	0.4	79	0	-4	-2	0	5	4	-14
O=C(Nc1ccc(Br)cc1)C1CCCN(C2=NS(=O)(=O)c3ccccc32)C1 (configuration not stated)	-4	13	0.2	102	1	-7	-11	4	-1	7	1
Fc1ccc(Cn2cccc2C2=NC(c3ccccc3)CO2)cc1 (configuration not stated)	11	-7	2.0	87	1	-3	-3	-11	5	3	-10
Cc1ccccc1Nc1c([N+](=O)[O-])ccc2c1=NC1(CCCCC1)N=2	2	6	0.6	94	8	83*	-10	768*	-6	-83	2
Cc1ccccc1NC(=O)CCC(=O)N/N=C/c1ccncc1	1	-3	0.9	90	-36	/	-13	9	18	/	-4
Cc1cc(C)nc(-n2ncc3c2CCCC3=O)n1	-7	4	-0.9	103	0	-10	4	-3	-9	10	-12
C#CCOCCOCCOCCNc1nc(N2CCN(C(=O)Cn3cc(CCO)nn3)CC2)nc(N2CCN(C(=O)[C@H]([C@@H](C)O)n3cc(CCCCN)nn3)CC2)n1	12	-13	-1.8	91	/	-29	5	-17	-1	29	-1
COCCCN1C(=O)C(=O)/C(=C(/O)c2ccc(S(=O)(=O)N3CCCCC3)cc2)C1c1ccc(F)cc1 (configuration not stated)	-5	-12	-0.5	102	-4	-10	0	-14	5	10	6
O=C(NCCN1CCOCC1)C1CC(=O)N(c2ccc(F)c(Cl)c2)C1 (configuration not stated)	4	0	0.2	123	-4	-13	-11	31	-21	13	-10
CCOC(=O)c1oc2cccc(O)c2c1C	/	-4	1.0	/	-1	-5	-3	23	11	5	4
O=C(Nc1cnn(Cc2ccc(F)cc2)c1)c1cnn2c(C(F)F)cc(-c3ccccc3)nc12	-1	-6	-0.2	99	-4	/	-4	73	-2	/	-4
Cc1nnc(SCC(=O)NC2CCCCC2)s1	-5	8	-0.1	84	-2	-35	-1	/	3	35	1
CCCCC1(Br)C(=O)N(c2ccccc2)N(c2ccccc2)C1=O	/	-13	2.2	99	1	1	-8	33	-14	-1	-8
CCCCc1nnc(NC(=O)Cc2ccc(S(=O)(=O)N3CCOCC3)s2)s1	-8	-19	-0.5	108	/	7	2	0	12	-7	-2
COCCN(C(=O)c1cc2c(s1)CCCCC2)c1c(N)n(CC(C)C)c(=O)[nH]c1=O	5	-5	-2.8	108	-1	-8	5	0	2	8	2
O=C(COC(=O)c1ccc[nH]c1=O)NC1CCCCCCC1	1	0	-1.3	96	-1	-54	-3	35	-7	54	-5
COc1ccc(-c2c(C(F)(F)F)nn(C)c2NC(=O)c2ccco2)cc1	3	-8	-0.9	109	-12	-5	-4	8	13	5	-3
COc1ccc(/C=C2\N=C3CCCCCN3C2=O)cc1	-8	-3	-1.0	82	-1	-21	5	-8	-10	21	6
C/C(=N\NC(=O)CNc1cccc2ccccc12)c1ccccc1	1	-6	1.1	97	2	16	-13	1	12	-16	-4
CC(C)(C)OC(=O)C[C@H]1C/C=C\C[C@@H](CC(=O)N[C@H](CO)Cc2ccccc2)C(=O)N2CCC[C@H]2COC1=O	17	-4	-0.1	99	/	-37	6	15	3	37	-1
O=C(CSc1nnc(Cc2ccccc2)o1)NCc1ccco1	-10	-4	1.2	114	/	-16	1	7	6	16	-10
COc1cccc(Nc2ccc([N+](=O)[O-])c3nonc23)c1	/	5	1.6	125	18	3	1	1	2	-3	-4
COc1ccc(Br)cc1CN(C)C(=O)c1ccccc1SCC(=O)N1CCCC1	-2	2	-4.6	41	2	21	1	/	9	-21	-22
Cc1cc2ncn(C(=O)N3CCCC3)c2cc1C	2	-7	0.7	100	1	-16	-12	2	15	16	7
CC(C)(C)Cc1nnc(NS(=O)(=O)c2ccccc2)s1	5	-10	0.2	100	1	-12	-4	-24	44	12	-9
Cc1ccc(-n2ccc(=O)c(C(=O)Nc3ccc(S(=O)(=O)Nc4onc(C)c4C)cc3)n2)cc1	4	4	/	89	15	-2	0	38	35	2	-12
COc1cc(OC)cc(C(=O)NCC(=O)NC(C)c2ccccc2)c1 (configuration not stated)	-10	2	1.3	90	2	-12	-15	4	-5	12	-6
CN(Cc1cn(-c2ccccc2)nc1-c1ccc(F)cc1)C(=O)CCC(=O)O	7	0	-1.0	100	-2	-22	-3	8	13	22	3
CC(=O)Nc1ccc(-c2csc(NCc3ccccc3)n2)cc1	43	-7	0.1	97	2	0	-5	-6	0	0	-7
CCOc1ccccc1NC(=O)c1c(Br)cnn1C	-24	-3	/	91	-2	18	-13	11	11	-18	-1
O=C(Nc1ccc(-c2cn3ccsc3n2)cc1)C1CCCC1	36	0	-0.6	96	2	1	-2	/	-9	-1	-8
O=C(COC(=O)CCc1nc2ccccc2c(=O)[nH]1)Nc1ccccc1OC(F)F	3	0	-1.7	101	-3	4	2	3	2	-4	-1
Cc1cc(C)n(C(=O)CN2C(=O)COc3ccccc32)n1	-4	-8	0.3	104	-7	14	-1	4	9	-14	-6
Cc1ccc2c(C(=O)CN3CCCCC3)c(C)[nH]c2c1	6	-1	0.9	99	0	-3	-3	13	-3	3	-9
O=C(O)CC1c2ccccc2S(=O)(=O)N1Cc1ccccc1 (configuration not stated)	1	6	-0.3	101	/	-39	-4	1	2	39	-8
CC1CCN(S(=O)(=O)c2cccc(C(=O)N(Cc3ccccc3)c3ccccn3)c2)CC1	-7	1	-2.3	103	-4	-21	-16	17	9	21	-13
CSCCC(NC(=O)COc1ccccc1)C(=O)N1CCC(C(N)=O)CC1 (configuration not stated)	-2	-3	-1.2	/	-3	5	13	4	49	-5	0
O=[N+]([O-])c1ccc(NN=CCCc2ccccc2)nc1	31	-4	1.0	88	-1	-4	2	/	2	4	-3
Cc1cccc(CC2S/C(=N/N=C/c3ccco3)N(c3ccccc3)C2=O)c1 (configuration not stated)	0	2	-0.5	101	2	26	-10	-2	14	-26	2
O=C(CCS(=O)(=O)c1cccc2nonc12)NCCc1ccccc1Cl	/	2	-1.5	/	-4	4	-3	-16	5	-4	1
Cc1nn2c(N3CCN(C4CCCC4)CC3)cc(C(C)(C)C)nc2c1-c1ccccc1	-2	-3	-1.5	102	5	34	-18	199	-10	-34	-1
CSc1nc(N2CCN(Cc3ccc4c(c3)OCO4)CC2)c2ccccc2n1	-12	-5	0.3	108	-2	-10	-4	23	7	10	-5
CN(C(=O)COc1ccc(Br)cc1Cl)C1CCCCC1	53	-28	1.0	98	-4	-2	-3	/	-21	2	-3

Full records, quoted from the list. Screens in order: MITF TRPM1 HTS	dFosB activator	CDK5 p35 inh	DSG3 Ab inh	NSD2 HMT inh	SR-BI DiI inh	PKA-R1A act	Mot1-301 SUMO	Arrestin-AP2 inh	SR-BI DiI-HDL act	PKA-R2B activ
`C/C(=N\NC(=O)CNc1cccc2ccccc12)c1ccccc1` is listed with 1	-6	1.1	97	2	16	-13	1	12	-16	-4
`Cc1ccccc1NC(=O)CCC(=O)N/N=C/c1ccncc1` is listed with 1	-3	0.9	90	-36	/	-13	9	18	/	-4
`COc1ccc(-c2c(C(F)(F)F)nn(C)c2NC(=O)c2ccco2)cc1` is listed with 3	-8	-0.9	109	-12	-5	-4	8	13	5	-3
`O=C(NCc1ccc2c(c1)OCO2)C1CC(c2ccc(Cl)c(Cl)c2)=NO1` (configuration not stated) is listed with 4	-6	0.4	79	0	-4	-2	0	5	4	-14
